Screening results (PubChem)
Rad51 HR inh – blocks human Rad51 in homologous recombination; Q06609; hRad51 DNA strand exchange, fluorescence dequenching; inhibition, % at 10 µM; 0.085% of 200,000 active;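 active means inhibition above 40% at the single screening dose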;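 further: 0% = DMSO control wells and 100% = blanks with heterologous ssDNA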
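Read-out basis: percent inhibition relative to plate controls and blanks / Assay system: human Rad51 nucleoprotein filaments preassembled on unlabelled ssDNA / Timing: filaments 15 min 37 °C, then compound 30 min / Control set: per-plate controls and blanks / Technique: fluorescence dequenching at 485/520 nm / Compound: 10 µM final, single point / Also added: Fluorescein- and BHQ1-tagged 47-mer duplex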
KLK5 inh – kallikrein 5 (human) inhibition. inhibition, % at 5 µM. recombinant hK5, fluorogenic AMC substrate cleavage. Q9Y337. AID 873. 0.59% of 210,000 active;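 active means inhibition of 40% or more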;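 further: 0% = enzyme controls without compound and 100% = no-enzyme blanks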
Target sequence (Q9Y337 67-293 limits assumed): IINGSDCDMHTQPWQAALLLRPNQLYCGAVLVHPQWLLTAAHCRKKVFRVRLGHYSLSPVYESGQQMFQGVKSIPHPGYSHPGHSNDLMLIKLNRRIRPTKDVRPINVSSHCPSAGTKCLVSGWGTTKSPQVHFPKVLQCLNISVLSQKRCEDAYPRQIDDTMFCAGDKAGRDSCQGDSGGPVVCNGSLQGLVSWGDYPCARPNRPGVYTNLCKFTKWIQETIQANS
PERK inh – blocks human PERK kinase. CHO PERK-DD fusion, SEAP luminescence translation reporter. inhibition, % at 5.6 µM. Q9NZJ5. 0.17% of 220,000 active;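 active means inhibition above the mean inhibition of all tested compounds plus 3 SD, set separately per screening campaign, cut at about 2.9% in these data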;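 further: PERK kinase domain activated by AP20187 dimerizer at 100 nM; 0% = DMSO with dimerizer and 100% = rapamycin at 8.4 µM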
FXIIa inh 1536 – inhibitors of human coagulation factor XIIa | inhibition, % at 5 µM | purified FXIIa, Boc-QGR-AMC fluorogenic substrate, 2 h | 0.3% of 220,000 active | P00748; in the data active means inhibition above about 40%;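 further: 0% = enzyme with no compound and 100% = blank without enzyme; many of its hits are not listed in these tables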
Cl transport mod – modulates chloride dependent transport by human KCC2; Q9H2X9; KCC2 cells, thallium flux FluoZin-2 fluorescence; B-score of Tl+ flux slope (higher = more flux/activation; lower = inhibition) at 10 µM; 2.2% of 190,000 active; AID 1456;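 active means thallium flux slope and its plate-corrected score both differing from the plate sample mean at a set confidence after two filtering rounds, in either direction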;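 further: slope of fluorescence scaled to starting intensity during 10 to 20 s after thallium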
Furin inhibitor – inhibitors of human furin; P09958; purified furin, fluorogenic substrate cleavage; inhibition, % at 30 µM; 0.061% of 220,000 active; AID 463115; in the data active means inhibition above about 25%; further: inactives centre near -15
Target sequence (P09958 108-714 limits assumed): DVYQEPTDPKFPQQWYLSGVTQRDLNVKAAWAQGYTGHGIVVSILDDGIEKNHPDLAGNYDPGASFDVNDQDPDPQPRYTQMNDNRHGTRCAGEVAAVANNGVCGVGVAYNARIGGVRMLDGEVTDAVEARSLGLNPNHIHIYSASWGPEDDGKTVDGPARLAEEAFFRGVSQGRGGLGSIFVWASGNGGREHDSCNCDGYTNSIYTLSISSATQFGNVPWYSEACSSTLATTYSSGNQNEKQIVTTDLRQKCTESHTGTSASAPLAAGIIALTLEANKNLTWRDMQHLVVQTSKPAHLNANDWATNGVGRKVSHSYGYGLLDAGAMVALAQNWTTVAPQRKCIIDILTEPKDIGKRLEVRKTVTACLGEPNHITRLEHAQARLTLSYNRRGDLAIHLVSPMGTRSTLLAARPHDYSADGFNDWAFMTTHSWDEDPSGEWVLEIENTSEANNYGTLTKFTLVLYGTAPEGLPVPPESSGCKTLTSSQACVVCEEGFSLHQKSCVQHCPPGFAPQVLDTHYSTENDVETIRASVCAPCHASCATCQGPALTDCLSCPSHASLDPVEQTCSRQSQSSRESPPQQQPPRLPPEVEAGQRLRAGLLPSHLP
thrombin 1536 – blocks human thrombin protease activity | P00734 | alpha-thrombin, Boc-VPR-AMC fluorogenic substrate cleavage | inhibition, % at 5 µM | 0.26% of 220,000 active;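 active means inhibition at or above 40%; inactive means inhibition below 40%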;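 further: 0% = enzyme with no compound and 100% = wells without enzyme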
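Material: human alpha-thrombin protein. Incubation: reaction at ambient temperature. Technique: fluorescence of released AMC, ex 355 nm, em 460 nm. Control set: no-compound enzyme wells and no-enzyme blanks. Also added: Boc-VPR-AMC substrate, 15 µM final. Buffer or medium: pH 7.5 Tris (50 mM) with NaCl 150 mM, Tween 20 0.05%.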
FXIa inh – inhibitors of human coagulation factor XIa. P03951. inhibition, % at 5 µM. purified FXIa, Boc-Glu-Ala-Arg-AMC fluorogenic substrate. 0.14% of 220,000 active;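 active means inhibition of at least 40%; inactive means inhibition below 40%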;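 further: fluorescence of freed AMC excited at 355 nm; 0% = enzyme without compound and 100% = no enzyme blank; many of its hits are not listed in these tables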
Calpain2 inh – blocks pig calpain II enzyme activity; AID 1236; 0.37% of 220,000 active; purified calpain II, fluorogenic peptide substrate, 30 min; inhibition, % at 16 µM;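 active means inhibition above about 50%, limit read from the data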
* marks the source's active call; other numbers are inactive results; · = not tested or not shown; [ ] = another dose, or the depositor's remark. Not all compounds are listed; count on the stated rates, not on these rows.

The opening three records, to show the layout:
SMILES	Rad51 HR inh	KLK5 inh	PERK inh	FXIIa inh 1536	Cl transport mod	Furin inhibitor	thrombin 1536	FXIa inh	Calpain2 inh
Cn1c(N)c(C(=O)COC(=O)c2cncc(Br)c2)c(=O)n(C)c1=O	-26	-8	0.6	-1	0.25	-13	-22	-6	16
Cc1ccsc1CNC12CC3CC(CC(C3)C1)C2	4	1	-0.3	9	-0.61	-34	-2	-1	-29
Cc1nnc(SCC(=O)Nc2ccc3c(c2)COC3=O)n1-c1ccccc1	0	-10	0.4	21	-0.18	-26	-2	18	-4

Results, previewed entries included:
SMILES	Rad51 HR inh	KLK5 inh	PERK inh	FXIIa inh 1536	Cl transport mod	Furin inhibitor	thrombin 1536	FXIa inh	Calpain2 inh
Cn1c(N)c(C(=O)COC(=O)c2cncc(Br)c2)c(=O)n(C)c1=O	-26	-8	0.6	-1	0.25	-13	-22	-6	16
Cc1ccsc1CNC12CC3CC(CC(C3)C1)C2	4	1	-0.3	9	-0.61	-34	-2	-1	-29
Cc1nnc(SCC(=O)Nc2ccc3c(c2)COC3=O)n1-c1ccccc1	0	-10	0.4	21	-0.18	-26	-2	18	-4
CCCCCCN(C(=O)CCCCCN1C(=O)NC(c2ccc(-c3ccccc3)cc2)C(C(=O)OCc2ccccc2)=C1C)C(C(=O)NCCCC)c1ccc(O)c(C(=O)OC)c1 (stereo unspecified)	2	1	·	4	1.3	-28	-2	2	-8
Cc1cccc(-n2c(SCC(=O)N3CC(=O)Nc4ccccc43)nc3ccccc3c2=O)c1C	-2	11	-1.4	11	-0.79	-13	-1	4	-22
Cc1cc(C)cc(N(CCC(=O)Nc2nnc(C)s2)S(=O)(=O)c2ccc(Cl)cc2)c1	·	-1	0.8	13	0.61	3	1	13	23
CC(NCC1(N2CCOCC2)CCCCC1)C(=O)Nc1ccc(Cl)cc1Cl (stereo unspecified)	-11	-8	1.2	-7	0.099	-27	1	-4	-9
NC(=O)CS(=O)(=O)c1nc2ccccc2n1Cc1ccccn1	·	·	2.3	7	0.37	-22	-1	-2	5
O=C(NC1CC1)c1ccc2snnc2c1	-4	-1	0.3	5	-0.53	-27	-1	-2	-16
O=C(NC1CCS(=O)(=O)C1)Oc1ccc(Cl)cc1 (stereo unspecified)	8	0	0.1	9	2.1	-18[20 µM]	-3	-8	-6
Cc1ccc2c(c1)CCCN2C(=O)c1ccco1	-3	-2	0.4	9	-1.3	-23[20 µM]	-2	-4	-24
COc1ccc(CC2S/C(=C(\C#N)C(=O)NCc3ccco3)N(c3ccc(C)cc3)C2=O)cc1 (stereo unspecified)	-5	5	0.3	19	-0.77	-20	2	5	-22
COc1ccc2c(c1)c(CC(=O)Nc1ccccc1OC)c(C)n2C(=O)c1ccc(Cl)cc1	1	5	-0.4	8	0.33	-10	-10	2	-3
CCN(Cc1ccccc1)S(=O)(=O)c1cc(C(=O)NC(C)C2CC3CCC2C3)ccc1OC (stereo unspecified)	·	-10	-1.3	-4	-1.7	-14	-6	-14	5
CCOC(=O)Cc1csc(NC(=O)CSc2nnc(-c3ccc(OC)cc3)n2C)n1	-1	-1	-0.5	-1	-0.14	-20	-5	-6	-4
COc1cc(OC)cc(-n2nnnc2SCC(=O)Nc2nc3c(s2)CCCC3)c1	0	-2	-0.5	23	-0.66	-19[20 µM]	-4	18	10
COC(=O)CSc1nnnn1-c1cccc2ccccc12	3	-4	0.3	-14	·	-12[20 µM]	0	-13	13
CC1CCCC(NC(=O)c2n[nH]c(=O)c3ccccc23)C1C (stereo unspecified)	0	-4	-0.2	-2	-0.36	-19	-5	-6	-2
CCOC(=O)CSc1ncnc2c1cnn2-c1ccc(Cl)cc1	3	-19	0.8	18	·	-20	-6	12	-4
O=C(Nc1nc(N2C(=O)c3ccccc3C2=O)n(-c2ccccc2)n1)c1ccc(Cl)cc1	1	-9	0.5	-6	-0.96	5[20 µM]	-9	6	-78
O=C(C/C(=N\NC(=O)c1ccccc1Br)C(F)(F)F)c1cccs1	2	10	-0.6	30	4.3	-13	-2	15	-2
CCCC(=O)Nc1ccc(Cl)c(NC(=O)C(C)(C)C)c1	5	-20	0.8	10	0.24	13[20 µM]	-3	6	-11
CCOc1ncccc1C(=O)N1CCN(S(=O)(=O)c2ccc(Br)cc2Cl)CC1	0	-4	-0.5	9	1.4	-16	-1	-3	4
Cc1nc2cc(C(=O)OCC(=O)N(CC(C)C)C3CCS(=O)(=O)C3)ccc2n1-c1ccccc1 (stereo unspecified)	3	0	-0.1	-14	0.99	-24	-1	-5	-12
Cn1c(SCC(=O)N2CCN(c3cccc(Cl)c3)CC2)nnc1-c1ccncc1	-1	5	-0.2	2	0.43	-20[20 µM]	-7	3	-24
Continuation.
SMILES	Rad51 HR inh	KLK5 inh	PERK inh	FXIIa inh 1536	Cl transport mod	Furin inhibitor	thrombin 1536	FXIa inh	Calpain2 inh
CCOC(=O)c1c(/N=C/C2=C(O)CC(C)(C)CC2=O)sc(C(C)=O)c1C	2	0	1.7	·	0.53	-3	-1	-3	4
COC(=O)C1=C(C)N(c2ccc(C)c(C)c2)/C(=C/c2ccco2)C1=O	-74	-9	1.1	1	-2.4	-8	-5	-5	-24
C=CCN1C(=O)/C(=C\c2ccc(Cl)cc2)N=C1SCC(=O)NC1CCCCC1	6	5	0.2	-1	-0.22	-5[20 µM]	-20	0	15
CN(C)/C=C/C(=O)c1ccc(Br)cc1	-15	-10	1.7	3	-0.0069	-13	3	11	1
COc1ccc(C(=O)C(OC(=O)c2ccc(C)c(NC(C)=O)c2)c2ccccc2)cc1 (stereo unspecified)	5	3	-0.3	19	-0.29	-17	1	16	-21
Cc1noc(C)c1C(=O)N1CCCC1	1	1	0.3	26	·	-7[20 µM]	1	6	3
C=C1CC(C(=O)N/N=C/c2ccc(O)cc2)C1	8	-12	0.2	0	·	-16	-7	-9	15
CCS(=O)(=O)c1nc2ccccc2n1CC(=O)N1CCOCC1	-1	-1	0.6	-7	0.22	-15[20 µM]	-6	-4	25
O=c1c2cc3c(cc2[nH]c(=S)n1CCN1CCOCC1)OCO3	-5	-14	0.2	-1	1.2	-7	3	-9	-13
CCOC(=O)c1nn(C)c(C)c1Cl	·	-15	-0.1	5	1.3	-24	-8	-2	-14
Nc1nc(CSC(=S)N2CCN(c3ccccc3)CC2)nc(Nc2ccc(F)cc2)n1	0	-27	0.6	5	0.95	-25	-8	-2	-4
O=C(O)CCN1C(=O)c2ccc(Oc3ccc4c(c3)C(=O)N(CCC(=O)O)C4=O)cc2C1=O	-4	-10	0.0	11	-0.43	-13[20 µM]	4	-2	6
CC(C)n1cnc2c(=S)nc[nH]c21	16	-1	0.3	4	0.43	-11	-6	-2	-13
COc1ccc(/C=N/Nc2cc(C)nc(-n3nc(C)cc3C)n2)c(OC)c1	1	-6	-1.6	7	-0.032	1	-7	-4	3
CCN(CC)CCOC(=O)c1ccc(NC(=O)C(C)NC(=O)C23CC4CC(CC(C4)C2)C3)cc1 (stereo unspecified)	·	-3	-0.6	11	1.1	-28	4	6	3
COCCN(CC(=O)NCC1CCCO1)C(=O)CCC(=O)Nc1ccccn1 (stereo unspecified)	-13	-18	1.0	-2	-0.016	-12	-1	-8	13
CC(C)CC(=O)N1CC(C)N(C(=O)CC(C)C)CC1C (stereo unspecified)	5	-12	0.1	6	0.29	-18	-5	-1	-17
CCCS(=O)(=O)c1c(S(=O)(=O)CCC)c2c(C)cccn2c1C(N)=O	1	-9	-0.4	10	-0.63	-16[20 µM]	-7	3	-13
O=C(c1cccs1)N1CCCc2ccccc21	2	-8	1.0	-13	0.73	-19[20 µM]	-5	-15	-10
CCOC(=O)CN1C(=O)CCSc2ccc(Cl)cc21	3	-20	0.0	-4	-0.25	-30	4	-6	-12
c1ccc(CN2CCC(=NNc3nc4ccccc4[nH]3)CC2)cc1	-3	-3	0.5	7	-0.75	-28	-24	-5	-9
O=c1[nH]c(/C=C\c2cccnc2)c([N+](=O)[O-])c(=O)[nH]1	·	6	-0.4	17	·	-5	2	13	13
COc1ccc2c(c1)CC/C2=N\OC(=O)c1ccccc1C	21	-1	0.7	4	-0.0032	-22	2	-3	-11
CCC1CC(CSc2ncn[nH]2)OC1=O (stereo unspecified)	3	29	0.2	13	0.49	-13[20 µM]	15	9	11
O=C1c2ccccc2C(=O)N1SC1CCCCC1	-7	6	1.5	17	1.9	4	-5	-7	3
The results go on.
SMILES	Rad51 HR inh	KLK5 inh	PERK inh	FXIIa inh 1536	Cl transport mod	Furin inhibitor	thrombin 1536	FXIa inh	Calpain2 inh
CN(c1ccc(OCC(=O)NCc2cccnc2)cc1)S(=O)(=O)c1ccc(Cl)cc1	-1	-3	0.9	7	0.074	-25	-11	-3	16
COc1cc(/C=C/C(=O)OCC(=O)Nc2cc(S(=O)(=O)N(C)C)ccc2Cl)ccc1O	-1	1	0.9	0	-0.0057	-21	-7	-2	-25
COc1ccc(CC(=O)O/N=C(\N)c2cccc([N+](=O)[O-])c2)cc1	5	10	-0.1	4	1.3	-8	-7	1	11
O=C(Nc1ccc(Cl)cc1)c1ccc(Br)cc1F	-10	6	0.3	10	-0.25	-20	-3	2	30
O=C(/C=C/c1cccc([N+](=O)[O-])c1)N1CCN(S(=O)(=O)c2cccs2)CC1	2	-2	1.6	7	-0.11	-7	4	1	14
COc1cc2c(cc1NC(=S)Nc1cccc(C)c1)oc1ccccc12	5	0	0.1	6	-0.16	-5[20 µM]	1	-3	-68
O=C(Nc1ncc2c(n1)-c1ccccc1CC2)c1ccc(Cl)cc1	-5	-31	0.6	16	-2.1	-16[20 µM]	3	-13	-47
Cc1ccc(-n2nnnc2SCC(=O)NC(C(=O)O)(c2ccccc2)c2ccccc2)cc1C	-44	·	0.7	-3	-1.6	-10	-5	-6	21
CCCC(=O)Nc1ccc(C(=O)NNC(=O)c2ccco2)cc1	·	-8	-0.1	-12	1.2	-15[20 µM]	-4	-14	-22
CCc1ccc(-c2csc3ncn(Cc4ccc(C(=O)O)cc4)c(=O)c23)cc1	1	18	1.6	12	-1.7	-6	17	31	23
CC(=O)c1ccc(NC(=O)/C(Cl)=C/c2ccccc2)cc1	-6	34	-1.0	33	0.34	-10	19	57*	18
CCC(COC(=O)Nc1ccccc1)NC(=O)OC(C)C (stereo unspecified)	·	-3	-0.5	0	0.27	-20	-7	-6	-11
CC(=O)c1c(C(C)=O)c(C)n(-c2nc(-c3cccs3)c(C)s2)c1C	-5	-23	-1.0	1	-0.99	-18[20 µM]	1	5	22
CCOc1ccc(-c2cn(-c3cccc(SC)c3)c(=O)[nH]2)cc1	-20	-17	-0.1	5	0.039	-4	-8	-8	-35
CCc1ccc(-c2nc(CN3CCC(C(=O)N4CCN(c5ccccc5)CC4)CC3)c(C)o2)cc1	-1	-19	-2.3	-2	2*	-4	-4	-8	-23
COc1ccccc1CNC(=O)c1cnc2ccccn2c1=O	-7	13	0.3	-2	·	-14	-4	-4	-32
C=C(C)C1CC=C(C)/C(=N\NC(=O)CNc2ccccc2OC)C1 (stereo unspecified)	·	-38	0.1	1	0.078	-22	-11	-1	5
O=C(NC(Cc1ccccc1)C(=O)O)C1CCCCC1 (stereo unspecified)	-6	-11	0.7	3	-0.14	-18	-7	-2	-24
CCOC(=O)c1[nH]c(C)c(C(=O)OCC(=O)NC2CCS(=O)(=O)C2)c1C (stereo unspecified)	-10	21	1.1	0	0.61	-19	-9	-6	-9
O=C(Nc1ccc(C#Cc2ccccc2)cc1)C1CC1	-14	2	1.7	-2	·	-15[20 µM]	-5	-4	8
